Source: PubChem BioAssay
TcdB inh: inhibitors of Clostridioides difficile toxin B glycohydrolase. actives 0.24% (n = 350,000). inhibition, % at 9.99 µM. TcdB glycohydrolase enzymatic assay, plate reader; in the data active = inhibition above about 10%
BH1578 lux ind: quorum light induction in luxS cqsA deficient V. cholerae. V. cholerae BH1578 lux reporter, luminescence, 6 h. activation, % at 18.7 µM. actives 0.16% (n = 350,000). AID 588436; in the data active = activation mostly above about 9.7%, no sharp cut-off; inconclusive = no clear call, values can overlap the other calls; inactive = mostly below about 3.7%; note: not every result past the cut was called active; inactives centre near 0; reference of the scale not given here
FBA Mtb inh: Mtb fructose-bisphosphate aldolase inhibition; P9WQA3; purified M. tuberculosis FBA, fluorescence read-out; inhibition, % at 1 µM; actives 2.3% (n = 360,000); AID 588726; in the data active = inhibition above about 27%;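 note: 0% = vehicle and 100% = reference inhibitor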
UGM FP inh: blocks M. tuberculosis UGM enzyme. P9WIQ1. purified UGM, fluorescence polarization probe displacement. inhibition, % at 10 µM. actives 0.06% (n = 320,000). AID 504406; in the data active = inhibition above about 10%, passing the limit was not always enough; inconclusive = no clear call, values can overlap the other calls
FadD28 binding: M. tuberculosis FadD28 bisubstrate binding inhibition; FadD28 bisubstrate probe binding, fluorescence polarization; inhibition, % at 12.5 µM; actives 0.22% (n = 360,000); AID 588549; in the data active = inhibition above about 8.5%, passing the limit was not always enough; inconclusive = no clear call, values can overlap the other calls
BioA inh: blocks M. tuberculosis BioA enzyme activity. purified M. tuberculosis BioA enzyme, plate reader. inhibition, % at 9.99 µM. actives 0.096% (n = 360,000); in the data active = inhibition above about 40%; inconclusive = no clear call, values can overlap the other calls
Yp Topo-I inh: inhibitors of Yersinia pestis topoisomerase I; Y. pestis Topo-I cleavage product accumulation, plate reader; activity, % at 10 µM; actives 0.064% (n = 360,000); in the data active = activity above about 50%, passing the limit was not always enough; inconclusive = no clear call, values can overlap the other calls; note: inactives centre near 2
PfHsp40 yeast: compounds rescuing yeast from Plasmodium falciparum HSP40 toxicity. S. cerevisiae expressing PfHsp40, growth rescue, ATP luminescence. growth rescue, % at 12.5 µM. actives 0.68% (n = 340,000); in the data active = growth rescue above about 28%, passing the limit was not always enough; inconclusive = no clear call, values can overlap the other calls;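 note: yeast W303a lacking pdr1 and pdr3 grown in galactose medium; growth measured after three days at 30 °C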
GDH-TPI inh: GDH-TPI coupled enzyme inhibition counter-screen; inhibition, % at 4.8 µM; AID 588335; GDH-TPI coupled enzyme counterscreen, NADH absorbance; actives 1.2% (n = 360,000); in the data active = inhibition above about 30%;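 note: 0% = DMSO wells and 100% = wells lacking the enzyme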
Active calls of the source: *; & = joins results of further samples. An unsorted share of the library. About 4.6% of those tested had a hit in this group.

What do the screens show for `CCC(=O)c1ccc(OCC(=O)NCC2(N3CCCCC3)CCCCC2)cc1`?
TcdB inh: 1.5; BH1578 lux ind: -0.2; FBA Mtb inh: 3; UGM FP inh: -0.2; FadD28 binding: -0.9; BioA inh: -0.1; Yp Topo-I inh: -8; PfHsp40 yeast: -0.8; GDH-TPI inh: 6

What do the screens show for `CCOC(=O)c1ccc(NC(=O)CSc2nnc(CNC(=O)c3c(F)cccc3Cl)o2)cc1`?
BH1578 lux ind: -3.9; FBA Mtb inh: -16; UGM FP inh: 1.2; FadD28 binding: -3.0; BioA inh: 0.1; Yp Topo-I inh: -7; PfHsp40 yeast: -0.8; GDH-TPI inh: -3

What do the screens show for `CCCCCCC1CC(CSc2ncn[nH]2)OC1=O` (stereo not drawn)?
BH1578 lux ind: -0.3; FBA Mtb inh: 2; UGM FP inh: 2.4; FadD28 binding: -1.3; BioA inh: 4.4; Yp Topo-I inh: 2; PfHsp40 yeast: 0.7; GDH-TPI inh: 14

Results for CC(NS(C)(=O)=O)c1nnc2n1-c1ccc(Br)cc1C(c1ccccc1Cl)=NC2 (stereo not drawn) ?
TcdB inh: 0.0; BH1578 lux ind: -0.5; FBA Mtb inh: 0; UGM FP inh: 1.9; FadD28 binding: -1.2; Yp Topo-I inh: 4; PfHsp40 yeast: -1.6; GDH-TPI inh: -2

How did O=C(Nc1ccc(Cl)c(Cl)c1)Nc1nccs1 do in these assays?
TcdB inh: 1.3; BH1578 lux ind: inactive; FBA Mtb inh: 1; UGM FP inh: -1.7; FadD28 binding: -1.8; BioA inh: 1.4; Yp Topo-I inh: -6; PfHsp40 yeast: 0.2; GDH-TPI inh: -8

How did O=C(O)C1C2C=CC(C2)C1C(=O)Nc1ccccc1Br (stereo not drawn) do in these assays?
TcdB inh: 1.4; BH1578 lux ind: -2.0; FBA Mtb inh: 1; UGM FP inh: 3.0; FadD28 binding: -3.0; BioA inh: -1.5; Yp Topo-I inh: -1; PfHsp40 yeast: -0.4; GDH-TPI inh: 1

How did COc1ccc(C(=O)NCC(=O)N2CCc3ccccc3C2)cc1 do in these assays?
TcdB inh: -2.3; BH1578 lux ind: inactive; FBA Mtb inh: 2; UGM FP inh: -1.4; FadD28 binding: 0.3; Yp Topo-I inh: 6; PfHsp40 yeast: -0.6; GDH-TPI inh: -2

Results for CCOC(=O)C(CC)Sc1nc2c(c(=O)[nH]c(=O)n2C)n1C/C=C(/C)Cl (stereo not drawn) ?
BH1578 lux ind: -2.2; FBA Mtb inh: 1; UGM FP inh: -1.3; FadD28 binding: -0.7; BioA inh: 0.2; Yp Topo-I inh: 21; PfHsp40 yeast: 0.5; GDH-TPI inh: -2

What do the screens show for `Brc1ccc(OCCOCCOc2cccc3cccnc23)cc1`?
BH1578 lux ind: inactive; FBA Mtb inh: -1; UGM FP inh: 3.9; FadD28 binding: -2.1; BioA inh: 0.3; Yp Topo-I inh: inconclusive; PfHsp40 yeast: -1.2; GDH-TPI inh: 4

What do the screens show for `Nc1ncc2[nH]cnc2n1`?
TcdB inh: 0.1&0.9; BH1578 lux ind: 0.3; FBA Mtb inh: 18&23; UGM FP inh: -0.5&0.7; FadD28 binding: -1.5&-0.6; BioA inh: 1.5&0.3; Yp Topo-I inh: 2&2; PfHsp40 yeast: inconclusive; GDH-TPI inh: 2&15

Results for O=S(=O)(Oc1ccccc1-c1ccccc1)c1ccccc1 ?
TcdB inh: 12*; BH1578 lux ind: inactive; FBA Mtb inh: 4; FadD28 binding: -0.5; BioA inh: -3.3; Yp Topo-I inh: 17; PfHsp40 yeast: 1.1; GDH-TPI inh: 8

How did NC(=O)c1oc2ccccc2c1NC(=O)CN1CCCCC1 do in these assays?
BH1578 lux ind: -0.4; FBA Mtb inh: 2; UGM FP inh: -1.3; FadD28 binding: 0.2; BioA inh: 2.2; Yp Topo-I inh: 7; PfHsp40 yeast: 2.4; GDH-TPI inh: 11

Results for CCCOC(=O)Cn1cnc2scc(-c3ccc(C)cc3)c2c1=O ?
TcdB inh: 0.7; BH1578 lux ind: inactive; FBA Mtb inh: 3; UGM FP inh: -0.9; FadD28 binding: -3.6; BioA inh: -1.1; Yp Topo-I inh: 21; PfHsp40 yeast: 0.7; GDH-TPI inh: 2

How did Cn1cc(S(=O)(=O)Nc2ccc3c(c2)OCCO3)cn1 do in these assays?
TcdB inh: 0.8; BH1578 lux ind: -0.1; FBA Mtb inh: -1; UGM FP inh: 0.5; FadD28 binding: -3.3; Yp Topo-I inh: 10; PfHsp40 yeast: 0.2; GDH-TPI inh: -4

Results for Cc1[nH]n(C(C)(C)C)c(=O)c1Sc1ccccc1 ?
BH1578 lux ind: -0.4; FBA Mtb inh: 1; UGM FP inh: -1.0; FadD28 binding: -3.0; BioA inh: -4.1; Yp Topo-I inh: -3; PfHsp40 yeast: 0.4; GDH-TPI inh: -5

What do the screens show for `Cc1nnc(-c2ccccc2)[nH]c1=O`?
TcdB inh: 1.1; BH1578 lux ind: -1.0; FBA Mtb inh: -1; UGM FP inh: -0.5; FadD28 binding: -0.3; BioA inh: -1.0; Yp Topo-I inh: 9; PfHsp40 yeast: -1.5; GDH-TPI inh: 2

What do the screens show for `CCCCc1ccc(NC(=S)Nc2ccc(Nc3ccc(OC)cc3)cc2)cc1`?
BH1578 lux ind: -0.7; FBA Mtb inh: 3; UGM FP inh: -0.8; FadD28 binding: -3.1; Yp Topo-I inh: -6; PfHsp40 yeast: 2.5; GDH-TPI inh: 12

What do the screens show for `CCOC(=O)C(C(=O)NCc1ccc(F)cc1)c1ncc(C(F)(F)F)cc1Cl` (stereo not drawn)?
BH1578 lux ind: inactive; FBA Mtb inh: 3; UGM FP inh: -0.5; FadD28 binding: -0.6; BioA inh: 1.0; Yp Topo-I inh: -1; PfHsp40 yeast: 0.8; GDH-TPI inh: 2

Results for COCCn1nnnc1C(c1ccc(OC)cc1OC)N1CCN(c2ccccc2F)CC1 (stereo not drawn) ?
BH1578 lux ind: inactive; FBA Mtb inh: 2; UGM FP inh: -2.6; FadD28 binding: -1.8; BioA inh: 0.0; Yp Topo-I inh: 23; PfHsp40 yeast: -1.7; GDH-TPI inh: -1

Results for COCCNC(=O)C1(C)Cc2c(-c3ccc4c(c3)OCO4)ccnc2O1 (stereo not drawn) ?
TcdB inh: -0.2; BH1578 lux ind: -0.4; FBA Mtb inh: 96*; FadD28 binding: -0.6; BioA inh: -3.7; Yp Topo-I inh: -7; GDH-TPI inh: 5

The closing 3 records of the section before are carried over, then new ones follow.
What do the screens show for `CCOC(=O)C(C(=O)NCc1ccc(F)cc1)c1ncc(C(F)(F)F)cc1Cl` (stereo not drawn)?
BH1578 lux ind: inactive; FBA Mtb inh: 3; UGM FP inh: -0.5; FadD28 binding: -0.6; BioA inh: 1.0; Yp Topo-I inh: -1; PfHsp40 yeast: 0.8; GDH-TPI inh: 2

Results for COCCn1nnnc1C(c1ccc(OC)cc1OC)N1CCN(c2ccccc2F)CC1 (stereo not drawn) ?
BH1578 lux ind: inactive; FBA Mtb inh: 2; UGM FP inh: -2.6; FadD28 binding: -1.8; BioA inh: 0.0; Yp Topo-I inh: 23; PfHsp40 yeast: -1.7; GDH-TPI inh: -1

Results for COCCNC(=O)C1(C)Cc2c(-c3ccc4c(c3)OCO4)ccnc2O1 (stereo not drawn) ?
TcdB inh: -0.2; BH1578 lux ind: -0.4; FBA Mtb inh: 96*; FadD28 binding: -0.6; BioA inh: -3.7; Yp Topo-I inh: -7; GDH-TPI inh: 5

Results for CCOc1ccc(CCNC(=O)C2CCN(S(=O)(=O)N3CC(C)CC(C)C3)CC2)cc1OCC (stereo not drawn) ?
TcdB inh: 2.5; BH1578 lux ind: inactive; FBA Mtb inh: 0; UGM FP inh: -1.8; FadD28 binding: -1.5; BioA inh: -0.2; Yp Topo-I inh: 5; PfHsp40 yeast: 0.2; GDH-TPI inh: 7

What do the screens show for `N#CCC(=O)Nc1ccc(C(=O)Nc2cccnc2)cc1`?
TcdB inh: 2.3; BH1578 lux ind: -0.4; FBA Mtb inh: 2; UGM FP inh: -0.5; FadD28 binding: -1.2; BioA inh: 4.7; Yp Topo-I inh: 0; PfHsp40 yeast: 1.9; GDH-TPI inh: -7

Results for CSc1nc(N)nc2c1ncn2CC(=O)NCCCc1ccccc1 ?
TcdB inh: 3.7; BH1578 lux ind: -3.1; FBA Mtb inh: 5; UGM FP inh: -0.6; FadD28 binding: -2.6; BioA inh: -0.6; Yp Topo-I inh: 4; PfHsp40 yeast: 0.4; GDH-TPI inh: 1

Results for CC1=C(C(=O)N2CCOCC2)CC(CC(=O)NC(c2ccccc2)c2ccccc2)C(=O)N1Cc1ccc(C(C)(C)C)cc1 (stereo not drawn) ?
TcdB inh: 0.2; BH1578 lux ind: -0.5; FBA Mtb inh: 1; FadD28 binding: -0.5; BioA inh: -1.8; Yp Topo-I inh: 15; GDH-TPI inh: 8

What do the screens show for `CSC1=NC2(C)CCCCC2C12C=CC(=O)C=C2` (stereo not drawn)?
TcdB inh: 1.0; BH1578 lux ind: -0.3; FBA Mtb inh: 2; UGM FP inh: 2.5; FadD28 binding: -1.7; Yp Topo-I inh: 3; PfHsp40 yeast: -0.2; GDH-TPI inh: -9

What do the screens show for `CCOc1ccc(NC(=O)Nc2ccc3c(c2)CCC3)cc1`?
TcdB inh: 0.8; BH1578 lux ind: -0.5; FBA Mtb inh: 3; UGM FP inh: 3.2; FadD28 binding: 1.4; BioA inh: -5.5; Yp Topo-I inh: -7; PfHsp40 yeast: -1.0; GDH-TPI inh: 11

Results for O=C(Nc1sc2c(c1C(=O)NC1CCCCC1)CCC2)c1ccco1 ?
TcdB inh: 1.0; BH1578 lux ind: -0.4; FBA Mtb inh: 9; FadD28 binding: -4.3; BioA inh: -0.4; Yp Topo-I inh: 2; PfHsp40 yeast: 0.1; GDH-TPI inh: -5

Results for CCN(CCNC(=O)CN(C)S(=O)(=O)c1cccc2nsnc12)c1ccccc1 ?
BH1578 lux ind: -0.5; FBA Mtb inh: 2; UGM FP inh: -2.8; FadD28 binding: -0.4; BioA inh: -3.9; Yp Topo-I inh: -13; PfHsp40 yeast: 1.8; GDH-TPI inh: 1

Results for CC(C(=O)N1CCOCCOCCOCC1)N1C(=O)c2ccccc2C1=O (stereo not drawn) ?
TcdB inh: 1.3; BH1578 lux ind: 1.8; FBA Mtb inh: -1; UGM FP inh: 0.6; FadD28 binding: 0.7; Yp Topo-I inh: -2; PfHsp40 yeast: -2.0; GDH-TPI inh: 7

What do the screens show for `Clc1ccc2nc(C3CCCCC3)c(Cc3ccsc3)n2c1`?
TcdB inh: -1.7; FBA Mtb inh: 2; FadD28 binding: -4.4; BioA inh: -1.4

Results for Cc1ccc(S(=O)(=O)N2CCCC(C(=O)NCCc3ccc(S(N)(=O)=O)cc3)C2)cc1 (stereo not drawn) ?
TcdB inh: -10.0; BH1578 lux ind: -0.8; FBA Mtb inh: 5; UGM FP inh: 0.8; FadD28 binding: -0.7; BioA inh: -2.0; Yp Topo-I inh: -11; PfHsp40 yeast: 0.6; GDH-TPI inh: 1

How did Cc1ccccc1NC(=O)C1CCCN1S(=O)(=O)c1cccc2cccnc12 (stereo not drawn) do in these assays?
BH1578 lux ind: -0.2; FBA Mtb inh: 7; UGM FP inh: 0.0; FadD28 binding: -2.2; BioA inh: 0.1; Yp Topo-I inh: 6; PfHsp40 yeast: -0.7; GDH-TPI inh: 1

How did CN(C)C(=O)Oc1ccc2oc(=O)cc(-c3cc4ccccc4o3)c2c1 do in these assays?
TcdB inh: -0.3; BH1578 lux ind: inactive; FBA Mtb inh: 4; UGM FP inh: 3.3; FadD28 binding: -3.1; BioA inh: -0.9; Yp Topo-I inh: 10; PfHsp40 yeast: 0.3; GDH-TPI inh: 30

How did O=C(NC(=S)Nc1ccc2c(c1)OCCO2)c1ccco1 do in these assays?
TcdB inh: 0.5; BH1578 lux ind: -0.2; FBA Mtb inh: 0; UGM FP inh: 0.3; FadD28 binding: -2.8; BioA inh: -1.2; Yp Topo-I inh: 0; PfHsp40 yeast: 0.8; GDH-TPI inh: 16
